Screening data (PubChem)
SR-BI DiI inh – inhibitors of SR-BI mediated HDL lipid uptake, primary screen, ldlA[mSR-BI] cells, fluorescence, single point | ldlA[mSR-BI] CHO cells, DiI-HDL uptake fluorescence, 3 h | inhibition, % at 12.5 µM | 320,000 tested, 0.96% active | AID 488896, 2010;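 active = mean replicate inhibition of at least 70% and a set share of replicates each scoring 70 or more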;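 note: 0% = median of neutral control wells and 100% = median of positive control wells; values of inactives mirror those of a sister screen read the other way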
Target sequence (Q61009 whole entry, looked up): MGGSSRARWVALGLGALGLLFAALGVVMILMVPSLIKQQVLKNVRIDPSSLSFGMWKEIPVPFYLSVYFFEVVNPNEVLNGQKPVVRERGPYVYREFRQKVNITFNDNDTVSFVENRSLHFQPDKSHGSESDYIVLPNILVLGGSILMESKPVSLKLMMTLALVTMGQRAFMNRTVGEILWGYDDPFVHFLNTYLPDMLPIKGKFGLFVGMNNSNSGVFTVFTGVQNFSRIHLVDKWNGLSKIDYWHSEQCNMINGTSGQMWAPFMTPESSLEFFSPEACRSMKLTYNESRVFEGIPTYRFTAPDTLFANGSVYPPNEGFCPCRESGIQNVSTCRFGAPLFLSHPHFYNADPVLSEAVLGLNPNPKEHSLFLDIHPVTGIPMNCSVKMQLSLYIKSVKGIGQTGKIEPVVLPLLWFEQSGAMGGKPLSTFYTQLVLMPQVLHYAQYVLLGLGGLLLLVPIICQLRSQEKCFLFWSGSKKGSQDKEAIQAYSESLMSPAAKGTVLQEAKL
CAL PDZ FP-1 – untagged CAL PDZ binding inhibitors, primary screen, biochemical, fluorescence polarization, HTS; inhibition, % at 24.9 µM; 300,000 tested, 0.92% active; AID 602252, 2012; purified CAL PDZ, TMR-peptide fluorescence polarization, 1 h; Golgi-associated PDZ and coiled-coil motif-containing protein (Homo sapiens), Q9HD26;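 active = mean inhibition of at least 30% with at least half of replicates also reaching 30%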;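 note: 0% = DMSO neutral control and 100% = excess unlabeled competitor peptide PRC23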
Tat transport – E. coli Tat export inhibitors, primary screen, MC4100, TorA-mCherry reporter, fluorescence, single point. inhibition, % at 10 µM. 340,000 tested, 0.036% active. AID 488895, 2010;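 active = mean replicate inhibition at least 50% and at least half of replicates individually reaching 50%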;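 note: exported cargo escapes ClpAP degradation while cytoplasmic cargo is degraded and loses fluorescence; 0% = median of neutral control wells and 100% = median of NaSCN control wells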
MITF TRPM1 HTS – activators of MITF-driven TRPM1 promoter reporter, primary screen, cell-based, SK-MEL-5, luciferase, single point. 300,000 tested, 0.75% active. activation, % at 12.5 µM. SK-MEL-5 TRPM1-promoter luciferase, 24 h; % of positive control, neutral wells = 0. AID 588334, 2011;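 active = mean activation of at least 80% with every replicate also reaching 80%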;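 note: 0% = neutral control wells and 100% = parthenolide positive control wells; values of inactives mirror those of a sister screen read the other way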
Wnt act – Wnt/beta-catenin pathway activators, primary screen, cell-based, plate reader, single point. Wnt/beta-catenin reporter cell assay, activator. activation, % at 9.35 µM. 300,000 tested, 1.2% active. AID 743398, 2014; in the data active = activation above about 30%, passing the limit was not always enough;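 note: 0% = neutral control wells and 100% = positive control wells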
SR-BI uptake up – activators of SR-BI mediated DiI-HDL uptake, primary screen, ldlA[mSR-BI] CHO cells, DiI fluorescence. 3 h; 100 = double the neutral-control signal. activation, % at 12.5 µM. 320,000 tested, 0.096% active;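 active = mean replicate activation of at least 60% and every replicate at or above 60%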;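 note: 0% = median plate neutral-control signal and 100% = twice that signal; values of inactives mirror those of a sister screen read the other way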
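Test system: SR-BI-overexpressing, LDLR-lacking CHO cells; Medium: Ham's F12 with 0.5% BSA, HEPES 25 mM, pH 7.4; Schedule: 3 h, 37 °C; Technique: bottom-read fluorescence, 550/595 nm.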
CAL PDZ FP-2 – CAL PDZ peptide-binding inhibitors, primary screen, biochemical, fluorescence polarization, Cer-tagged CAL PDZ, HTS; AID 504414, 2011; inhibition, % at 20 µM; Golgi-associated PDZ and coiled-coil motif-containing protein (Homo sapiens), Q9HD26; 330,000 tested, 0.02% active; purified CAL PDZ, TMR-peptide fluorescence polarization, 1 h;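 active = highest replicate inhibition of at least 40%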;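 note: plate controls were DMSO neutral control wells for no effect and unlabeled competitor peptide control wells for full effect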
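Test system: tagged CAL PDZ domain / Buffer or medium: sodium phosphate/NaCl buffer pH 7.4 with TCEP, IgG, Thesit / Reagent: TMR-labelled reporter peptide T*-PRC34 bound in PDZ groove / Compound dosing: single point, 20 µM / Schedule: 1 h incubation at room temperature before polarization reading / Technique: fluorescence polarization (mP) / Benchmarks: unlabelled peptide, DMSO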
E coli growth – E. coli V3065 growth inhibition, primary screen, counter-screen for AddAB inhibitor project, absorbance, OD600. 18 h. inhibition, % at 11.9 µM. 330,000 tested, 0.27% active;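 active = inhibition above the campaign's mean inhibition across all tested compounds plus 3 SD, cut at about 9.9% in these data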;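 note: uninfected addAB+ strain grown without phage in ampicillin broth; 0% = DMSO wells and 100% = ciprofloxacin 0.95 µg/ml wells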
AddAB inh – growth inhibition of E. coli expressing H. pylori AddAB, primary screen, AddAB inhibitor project, absorbance; inhibition, % at 11.9 µM; 330,000 tested, 0.29% active; in the data active = inhibition above about 12%;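 note: 0% = vehicle wells of infected cells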
phage Ecoli inh – growth loss of phage-infected E. coli, primary screen, RecBCD inhibitor project, absorbance, with phage, HTS; AID 651602, 2012; 360,000 tested, 0.26% active; inhibition, % at 11.9 µM; in the data active = inhibition above about 11%
Active calls of the source: *; x = no result given.

SMILES | SR-BI DiI inh | CAL PDZ FP-1 | Tat transport | MITF TRPM1 HTS | Wnt act | SR-BI uptake up | CAL PDZ FP-2 | E coli growth | AddAB inh | phage Ecoli inh
CN(CC(=O)Nc1cccc(F)c1)C(=O)CN1C(=O)NC2(CCCC2)C1=O | -10 | -3 | -3 | 13 | -4 | 10 | 0.1 | -0.2 | 2.0 | 6.0
Cc1cc(C(F)(F)F)c2c(n1)sc1c(O)cc(=O)[nH]c12 | -52 | -5 | 1 | 7 | -2 | 52 | -2.7 | -0.5 | 1.7 | 0.8
Nc1nc(Nc2cccc(F)c2)nc(NCc2ccco2)c1[N+](=O)[O-] | 27 | x | -3 | x | -1 | -27 | -0.7 | -1.2 | 0.3 | 3.4
O=C(NC1CCSc2ccccc21)c1ccccc1F (centres undefined) | -2 | 0 | -3 | 15 | 4 | 2 | 1.5 | 2.5 | 4.6 | 2.1
CC(=O)NC(CC(=O)OCC(=O)NCCc1ccccc1)c1ccccc1 (centres undefined) | -10 | -1 | -3 | -2 | -1 | 10 | -2.6 | 1.1 | 1.2 | 0.8
CC(NC(=O)CN(C)CC(=O)Nc1ccc(Cl)c(C(F)(F)F)c1)c1ccccc1 (centres undefined) | -8 | -8 | 15 | -13 | -1 | 8 | -0.1 | 1.4 | 2.0 | 4.3
CCOC(=O)Nc1ccc(S(=O)(=O)NC2CCCCC2)cc1 | 0 | x | 3 | -7 | -1 | 0 | -0.5 | 0.4 | 2.4 | 6.3
NC(=O)CNC(=O)[C@@H]1CC2(CC(c3cccc([N+](=O)[O-])c3)=NO2)CN1C(=O)c1ccccc1 (some centres undefined) | -4 | -1 | -8 | -8 | -3 | 4 | 0.1 | -2.1 | 1.3 | 1.7
CCN(Cc1ccccc1)C(=O)CCS(=O)(=O)c1ccc2c(c1)NC(=O)CO2 | -3 | 1 | -1 | 15 | -5 | 3 | 0.0 | -1.4 | 1.2 | -1.9
O=C(NCC(=O)N(CCN1CCOCC1)C(C(=O)NC1CCCC1)c1ccccc1)c1cccs1 (centres undefined) | -7 | -3 | 8 | -8 | 0 | 7 | -1.0 | -2.1 | 1.0 | 3.2
CCCCN1C(=O)c2ccc(C(=O)Nc3c(N)n(CCCC)c(=O)n(C)c3=O)cc2C1=O | 22 | -5 | -5 | -18 | x | -22 | -0.5 | 1.4 | 3.6 | 1.4
COc1ccc(C(=O)c2ccc(Br)cc2)c(OC)c1OC | 13 | -6 | 9 | -8 | 0 | -13 | -0.6 | x | x | 0.6
COc1ccc(CNC(N)=O)cc1OC | 2 | -5 | -5 | 9 | x | -2 | -0.2 | 0.4 | 4.6 | 0.5
C=CCOc1cccc(C2/C(=C(/O)c3ccc(C)cc3)C(=O)C(=O)N2CCN2CCOCC2)c1 (centres undefined) | -16 | 0 | -7 | 5 | -1 | 16 | -1.4 | 0.3 | 1.1 | 2.0
Cc1ccc(C)c(NC(=O)CN(C)C(=O)CSCc2c(C)noc2C)c1 | 23 | -2 | 4 | -6 | -4 | -23 | -2.2 | -0.3 | 0.2 | 1.5
O=C(OCc1cn(-c2ccc(Cl)cc2)nn1)c1ccccc1 | -4 | -3 | 0 | x | 2 | 4 | -3.5 | -0.6 | 0.8 | 4.0
Cc1cccc(OCc2nnc(SCC(=O)Nc3cccc(C(=O)N4CCOCC4)c3)o2)c1C | -1 | -1 | 0 | -9 | -3 | 1 | 0.3 | 0.0 | -0.7 | 5.4
CCN(C(=O)COC(=O)CCc1ccccc1)c1ccccc1 | x | -20 | 5 | -1 | 0 | x | -2.0 | 1.2 | 1.7 | 1.4
NC(=O)c1nsc(C(=O)N(c2ccc3c(c2)OCO3)C(C(=O)NCC2CCCO2)c2ccc(F)cc2)c1N (centres undefined) | x | x | 2 | 10 | -1 | x | -1.1 | -0.9 | 3.5 | 0.9
CC1(C)Cc2nc3sc4c(SCC(=O)NCc5ccco5)ncnc4c3cc2CO1 | 18 | 6 | -1 | 23 | 4 | -18 | x | -1.6 | 2.1 | 4.3
CCN(Cc1ccncc1)C(=O)c1cc(COc2c(F)cccc2F)on1 | -10 | -5 | 1 | 15 | -1 | 10 | -2.1 | 2.0 | 2.5 | 0.9
OC(CNCC1CCCCC1)COc1ccccc1 (centres undefined) | x | -1 | 0 | -4 | 1 | x | -2.5 | -3.0 | 5.6 | 1.0
CC(NC(=O)NC1CCCCC1)C(c1cccs1)N1CCN(Cc2ccccc2)CC1 (centres undefined) | -17 | -3 | 2 | 9 | 0 | 17 | 0.8 | -2.8 | -0.8 | 3.3
COc1ccc(-c2nnc3sc(C4CCCCC4)nn23)cc1OC | 24 | -6 | -1 | x | x | -24 | -2.7 | -1.7 | 1.6 | -0.2
COc1cc(NC(=O)c2c(F)cccc2F)c(Cl)cc1Cl | 38 | 4 | -2 | 10 | -2 | -38 | -0.3 | -1.4 | 1.8 | 4.9
Cc1ccccc1N1C(=O)C(Cl)=C(N2CCN(c3ccccc3)CC2)C1=O | 60 | -3 | 8 | 4 | x | -60 | -1.2 | 1.5 | 4.4 | 4.6
CCOC(=O)C1OC1(c1ccccc1)c1ccccc1 (centres undefined) | -5 | 1 | 1 | 5 | -3 | 5 | -5.2 | x | x | 0.6
CCn1c(=O)n(CC(=O)NC2CCCC(C)C2C)c(=O)c2ccccc21 (centres undefined) | 15 | -6 | 1 | 8 | x | -15 | -1.6 | -2.1 | 1.8 | -0.5
CCC(=O)N(Cc1cc2ccccc2[nH]c1=O)c1ccc(OC)cc1 | -23 | -2 | 4 | -1 | 0 | 23 | -4.9 | 1.3 | 1.0 | -0.3
CC1(C)Cc2ccccc2C2=NNC(=O)C2=N1 | 12 | -6 | -9 | -95 | 15 | -12 | 0.7 | 0.0 | 5.4 | 2.8
CCOC(=O)c1ccc(N/C=C/C(=O)c2ccc(OC)c(OC)c2)cc1 | 56 | -1 | 6 | -2 | x | -56 | 1.4 | -1.7 | 1.6 | 0.7
COc1cccc(NC(=O)CN(C)C(=O)c2cc(-c3ccccc3)nn2-c2ccccc2)c1 | 1 | -4 | 17 | 6 | -3 | -1 | -1.0 | 1.7 | -1.4 | 1.6
CC(NC(=O)NC(=O)c1cccc(Cl)c1)c1ccccc1 (centres undefined) | 4 | 1 | 4 | -9 | -3 | -4 | -0.5 | -1.4 | 1.1 | 1.6
C=CCn1c(N)c(C(=O)NCc2ccco2)sc1=S | -14 | x | 4 | -3 | x | 14 | -1.8 | -0.3 | 0.5 | 1.4
O=C1C2CCCN2c2ccc(S(=O)(=O)N3CCOCC3)cc2N1Cc1ccccc1F (centres undefined) | -15 | 1 | -6 | x | x | 15 | x | -0.6 | 0.1 | x
CC(OC(=O)CCc1nc2ccccc2c(=O)[nH]1)C(=O)Nc1ccc2c(c1)OCO2 (centres undefined) | x | 0 | 12 | 1 | 0 | x | -2.2 | -0.9 | -0.3 | -1.8
CCN(C(=O)CSc1ncccc1C(=O)OC(C)C)c1cccc(C)c1 | 8 | -4 | 6 | -17 | x | -8 | -0.4 | 2.5 | 0.1 | 2.6
CCCc1ccc(O)c(N=Cc2cc(Br)cc(OCC)c2O)c1 | 42 | -7 | -7 | -4 | 1 | -42 | 0.0 | 4.5 | 3.5 | 6.3
COc1ccc(NC(=O)CNc2ccccc2N2CCCC2=O)cc1S(=O)(=O)N1CCOCC1 | -8 | -2 | -3 | -5 | 1 | 8 | -0.7 | -1.6 | 0.8 | 0.6
CC1CCC(NC(=O)COC(=O)C2CC3CCCC(C2)C3=O)CC1 (centres undefined) | -16 | -3 | 0 | 1 | -1 | 16 | -0.1 | 0.1 | 2.6 | 2.4
CC(=O)c1cc2c(cc1NC(=O)CSc1nc3ccc(C)cc3[nH]1)OCO2 | -4 | 1 | -4 | 6 | 2 | 4 | -4.0 | -2.0 | 4.0 | 3.3
Cc1cc(C)cc(N(C(=O)CNC(=O)c2ccco2)C(C(=O)NC2CCCCC2)c2ccncc2)c1 (centres undefined) | -10 | -8 | -1 | -1 | -3 | 10 | -3.4 | -2.3 | -0.2 | 0.1
CC1CCN(S(=O)(=O)c2cc(F)ccc2CN2C(=O)c3cccnc3C2=O)CC1 | -5 | -6 | 2 | -11 | -2 | 5 | -1.0 | 2.1 | -0.5 | -0.2
Cc1nc(-c2ccc(Cl)cc2)sc1C1(C)CC(c2ccc([N+](=O)[O-])cc2)=NO1 (centres undefined) | 11 | 0 | -9 | 11 | 3 | -11 | 0.1 | -0.5 | 4.8 | 1.6

No enrichment for hits; overall some 3.6% were active at least once.
